From PubChem
LGR2 antag: inhibitors of bursicon-induced LGR2 CRE-luciferase signal, primary screen, cell-based, HEK293, CRE-luciferase reporter, bursicon stimulation; 380,000 tested, 0.35% active; bursicon-stimulated, 4 h; AID 720647, 2013; inhibition, % at 9.99 µM;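 active = drop in luminescence signal, shown as inhibition above about 50% in the replicate tests, limit read from the data, passing the limit was not always enough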;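 also: agonist challenge used bursicon conditioned medium at about half maximal strength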
PglD inh: C. jejuni PglD acetyltransferase inhibitors, primary screen, biochemical, DTNB colorimetric, single point. UDP-N-acetylbacillosamine N-acetyltransferase PglD (Campylobacter jejuni). purified PglD enzyme, DTNB colorimetric CoA detection. 360,000 tested, 0.098% active. inhibition, % at 12.5 µM. AID 602405, 2012; in the data active = inhibition above about 16%, passing the limit was not always enough; also: strong numbers were not always called active
PAX8 inh HTS: inhibitors of PAX8-driven TPO luciferase reporter, primary screen, RMG-I cells, single concentration. SteadyGlo, 24 h. 360,000 tested, 1.2% active. inhibition, % at 12.6 µM;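 active = mean replicate inhibition at least 60% with every replicate also reaching 60%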;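 also: luciferase light reporting Pax8 driven TPO promoter activity; plate controls were median of neutral control wells for no effect and mitoxantrone controls for full effect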
PGC1a acetyl inh: inhibitors of PGC1a acetylation signal, primary screen, cell-based, U2OS, AlphaScreen, inhibitor mode | inhibition, % at 15.6 µM | AlphaScreen anti-acetyl-lysine; with virally co-expressed GCN5 acetyltransferase | 350,000 tested, 0.17% active;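 active = every replicate shows inhibition of at least 40%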;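 also: 0% = neutral control wells and 100% = positive control wells; some results beyond the cut were filed as inactive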
INS-1E GSIS act: GLuc luminescence reporter in INS-1E cells, primary screen for activators of glucose-dependent secretion of insulin; AID 743287, 2014; 370,000 tested, 0.61% active; INS-1E GLuc reporter insulin secretion, 2-3 h; activation, % at 16.6 µM;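 active = lowest replicate activation of at least 40%, so every replicate reaches that level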;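 also: 0% = median of neutral control wells and 100% = median of IBMX positive control wells; some compounds called inactive have numbers as strong as hits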
Cneo AK release: Cryptococcus neoformans cell lysis inducers, primary screen, AK release luminescence, single concentration; lysis activity, % at 15 µM; C. neoformans lysis, adenylate kinase release luminescence, 4 h; normalised: neutral wells 0, clomiphene wells 100; 360,000 tested, 0.2% active;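 active = mean lysis activity across replicates of at least 80%, whatever share of replicates individually reach that level; inactive = mean lysis activity below 80%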
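Assay system: Cryptococcus neoformans yeast cells / Dosing: single-point compound dose / Timing: 4 h at 37 °C static, read 1 h later / Measured by: luminescence of released adenylate kinase using an AK detection reagent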
Statin myotox sup: suppressors of statin myotoxicity in C2C12 myotubes, primary screen, cell-based, single point, plate reader | C2C12 myotubes + simvastatin, ATP luminescence, 48 h; scaled: DMSO 0, geranylgeraniol control 100 | rescue of ATP level, % at 7.49 µM | 330,000 tested, 0.78% active | AID 602340, 2012;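 active = mean ATP rescue above about 67%, or every replicate alone reaching that limit, limit read from the data, passing the limit was not always enough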;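 also: myotubes were challenged with 10 µM simvastatin during compound exposure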
ARNT TACC3 PPI: disruptors of ARNT/TACC3 protein interaction, primary screen, biochemical, AlphaScreen, single concentration. inhibition, % at 9.99 µM. AID 623870, 2012. AlphaScreen His-ARNT PAS-B/GST-TACC3 binding, luminescence; TACC3 fragment carries E629A point mutation. Transforming acidic coiled-coil-containing protein 3 (Homo sapiens), Q9Y6A5. 390,000 tested, 0.66% active;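 active = mean inhibition of replicates at least 50% and at least half of replicates each reaching 50%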;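 also: 0% = complete ARNT plus TACC3 wells and 100% = ARNT alone without TACC3; many hits fall short of the cut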
* marks the source's active call; other numbers are inactive results; / = no result given.

SMILES	LGR2 antag	PglD inh	PAX8 inh HTS	PGC1a acetyl inh	INS-1E GSIS act	Cneo AK release	Statin myotox sup	ARNT TACC3 PPI
Cc1ccc(S(=O)(=O)Nc2ccc3c(c2)C(=O)N([C@H](C)CO)C[C@@H](C)[C@H](CN(C)Cc2ccc(C(F)(F)F)cc2)O3)cc1	22	/	4	-4	-5	/	-13	/
O=c1cc(CSc2nnc(NC3CCCCC3)s2)nc2sccn12	-10	1	-3	23	19	0	1	0
CCOc1ccccc1NC(=O)Cn1nnc(C(=O)Nc2ccccc2Cl)c1N	24	2	/	1	-15	1	/	0
C[C@@H]1CN([C@@H](C)CO)C(=O)Cc2cc(NC(=O)Nc3ccc(C(F)(F)F)cc3)ccc2O[C@H]1CN(C)C(=O)Nc1ccc(C(F)(F)F)cc1	-6	-1	78*	-2	-10	3	6	21
COc1ccccc1N1C(=O)c2cccc3c(C(=O)O)ccc(c23)C1=O	/	-5	6	-5	/	4	-6	2
CNC(=O)C[C@@H]1CC[C@H]2[C@@H](COc3ccc(NC(=O)NC4CCCC4)cc3C(=O)N2C)O1	-8	4	-2	1	3	6	6	-10
CCC(Oc1ccccc1)C(=O)N(C)CC(=O)N(CC(C)C)c1c(N)n(CC(C)C)c(=O)[nH]c1=O (stereo not drawn)	-5	/	-2	/	52	/	/	-1
O=C(CCN(CCO)Cc1ccccc1)Nc1ccc(Br)cc1	/	0	5	7	/	1	-5	-4
O=C(CC1CCS(=O)(=O)C1)NC1CCCCC1 (stereo not drawn)	/	-4	21	7	/	1	4	/
C[C@@H]1CN([C@H](C)CO)C(=O)c2cccc(NS(=O)(=O)c3cn(C)cn3)c2O[C@H]1CN(C)C	-19	-1	-2	2	-1	2	14	0
Cc1ccc(S(=O)(=O)N[C@@H]2CC[C@H](CC(=O)N3CCc4ccccc4C3)O[C@@H]2CO)cc1	-19	3	6	-3	-4	24	19	-3
CCC(=O)N1CCc2cc(Br)cc(S(=O)(=O)CCC(=O)NCCOC)c21	/	3	/	10	/	-7	-3	-3
OCC1(CCc2ccccc2)CCN(Cc2cc(F)ccc2-n2cccn2)CC1	-1	-1	-2	-1	10	2	6	-2
CC(OC(=O)c1ccc(CN2CCCC2=O)cc1)C(=O)Nc1ccc(Cl)cc1 (stereo not drawn)	3	8	-9	-1	/	2	8	-2
C[C@@H]1CN([C@@H](C)CO)C(=O)c2cc(NC(=O)Nc3ccc(C(F)(F)F)cc3)ccc2O[C@H]1CN(C)Cc1ccc2c(c1)OCO2	11	1	/	6	-16	0	-56	5
NCC[C@H]1CC[C@@H](NC(=O)NC2CCCCC2)[C@H](CO)O1	27	-3	1	-6	-5	2	1	-3
COc1ccc2c3c([nH]c2c1)[C@H](CO)N(C(=O)C1CCCCC1)CC31CCN(Cc2nccs2)CC1	-14	/	27	-7	2	/	/	/
CCn1c(CNc2nc(-c3ccccc3)cs2)nnc1SCC(=O)NCc1ccco1	-3	/	/	12	-17	/	/	-2
O=c1cc(N2CCCCC2)c2ccccc2o1	14	0	1	3	9	9	-3	3
CS(=O)(=O)N1CCN(C(=O)c2ccc3c(c2)OCCO3)CC1	-10	4	-10	10	9	1	11	-3

Some of these compounds in order of heavy-atom count, low to high.
SMILES	LGR2 antag	PglD inh	PAX8 inh HTS	PGC1a acetyl inh	INS-1E GSIS act	Cneo AK release	Statin myotox sup	ARNT TACC3 PPI
NCC[C@H]1CC[C@@H](NC(=O)NC2CCCCC2)[C@H](CO)O1	27	-3	1	-6	-5	2	1	-3
CCC(=O)N1CCc2cc(Br)cc(S(=O)(=O)CCC(=O)NCCOC)c21	/	3	/	10	/	-7	-3	-3
CC(OC(=O)c1ccc(CN2CCCC2=O)cc1)C(=O)Nc1ccc(Cl)cc1 (stereo not drawn)	3	8	-9	-1	/	2	8	-2

Later entries:
SMILES	LGR2 antag	PglD inh	PAX8 inh HTS	PGC1a acetyl inh	INS-1E GSIS act	Cneo AK release	Statin myotox sup	ARNT TACC3 PPI
CN1/C(=C\C(=O)C[n+]2ccc3ccccc3c2)C(C)(C)c2ccccc21	0	/	78*	2	-30	/	/	9
CCOC(=O)N/N=C(C)/C=C/c1ccco1	-5	/	7	-10	-19	1	/	-10
CC1CCC(NC(=O)c2cc(Cl)nc3ccccc23)CC1 (stereo not drawn)	9	-1	-105	5	0	1	11	3
COc1cc(/C=C(\C(=O)O)c2ccc(S(=O)(=O)N3CCCC3)s2)ccc1OCCC(C)C	-10	1	2	-5	-1	0	3	1
COc1ccccc1-c1cc(C(F)(F)F)nc(N2CCCCC2)n1	5	0	/	2	-24	1	-15	-3
COc1cccc(C(=O)CC(C#N)c2ccc(F)cc2)c1 (stereo not drawn)	13	-1	/	-1	-39	-2	-2	17
CCc1ccc(OCC(=O)Nc2ccc(N3CCN(S(C)(=O)=O)CC3)cc2)cc1	-16	/	-4	1	3	/	/	-7
O=C(Cc1ccccn1)N1CC(=O)N2[C@H](C1)[C@H](c1ccc(C#CCC3CCCC3)cc1)[C@@H]2CO	-20	/	11	3	-17	/	/	/
C[C@@H]1CN([C@H](C)CO)C(=O)c2cc(NC(=O)Nc3ccccc3)ccc2O[C@@H](C)CCCCO[C@@H]1CN(C)Cc1ccc(C(=O)O)cc1	17	9	10	2	33	-1	/	-8
Cc1cc(C(=O)N2CCN(S(=O)(=O)c3ccccc3F)CC2)c(C)o1	18	/	-8	17	-13	/	/	-13
Cc1ccccc1NC1=C(Cl)C(=O)OC1OC(=O)c1ccccc1C (stereo not drawn)	/	/	11	1	-7	/	/	-1
COc1ccccc1OCC(=O)n1cc(C(=O)c2cc(Cl)cc(Cl)c2O)cn1	23	/	4	/	17	/	/	-3
O=C1C(Cc2cccc([N+](=O)[O-])c2)SC(=Nc2ccccc2)N1c1ccccc1 (stereo not drawn)	15	-2	-10	1	-41	-6	/	4
O=C(c1ccc2c(=O)n(Cc3ccccc3Cl)c(=S)[nH]c2c1)N1CCCC1	21	/	-3	/	0	/	/	-8
Cc1ccccc1OCC(=O)Nc1ccc2[nH]ncc2c1	1	-3	-13	-1	-7	0	0	-11
O=C(Nc1ccc(F)cc1)N1CCCCN2[C@H](C1)[C@@H](c1ccc(-c3ccccc3F)cc1)[C@@H]2CO	/	0	23	-21	/	1	/	6
CCOC(=O)N1CCC(NC(=O)c2cc3sccc3n2CC)CC1	5	-2	/	-4	20	-5	0	-6
COc1ccccc1NC(=O)N[C@@H]1CC[C@@H](CC(=O)NCc2ccc(Cl)c(Cl)c2)O[C@H]1CO	0	0	/	0	11	3	-4	-7
CN(CC1CCCN(CCc2cccc(C(F)(F)F)c2)C1)C(=O)c1ccc2nc[nH]c2c1 (stereo not drawn)	1	-5	-6	9	-4	2	18	6
CC(=O)C1=C(O)C(=O)N(c2cccnc2)C1c1cccc([N+](=O)[O-])c1 (stereo not drawn)	12	/	-5	/	-8	/	/	1
C[C@@H]1CN([C@@H](C)CO)C(=O)c2cc(NC(=O)CCCCCC(=O)Nc3ccccc3N)ccc2O[C@H]1CN(C)S(=O)(=O)c1ccccc1	10	/	-8	3	2	/	/	/
COc1ccc(S(=O)(=O)NCc2cccnc2)c2ccccc12	11	-5	12	-3	13	1	94*	-1
CC(C)c1ccccc1OCCCCN1CCCCC1	4	1	14	/	-1	10	-7	-2
CC(=O)N1CCN(C(=O)CC2OC(=O)c3ccccc32)CC1 (stereo not drawn)	/	-7	/	-2	/	-3	0	2
C[C@@H]1CN([C@H](C)CO)C(=O)c2cc(NS(=O)(=O)c3cccs3)ccc2O[C@@H](C)CCCCO[C@@H]1CN(C)S(=O)(=O)c1ccc(Cl)cc1	-3	3	32	4	-2	-3	/	-1
O=C1CCCN1CCCNC(=S)Nc1ccc(F)c(Cl)c1	17	-2	-2	-9	-14	1	-16	-2
Cc1cc(C)n2nc(C(=O)Nc3cc(S(=O)(=O)N4CCCCC4)ccc3C)nc2n1	10	-2	-4	-6	0	0	8	0
CC(=O)c1c(C)[nH]c(C(=O)NCCc2cccc(C)c2)c1C	/	6	-107	-11	/	-1	30	-2
COc1cccc(NC(=O)N2CCC(n3nnc4ccccc43)CC2)c1	/	-7	16	/	/	-1	3	-13
COc1ccc(S(=O)(=O)Nc2cc(C)ccn2)cc1	/	2	-3	1	26	-3	-14	-14
Nn1c(SCC(=O)Nc2nccs2)nnc1-c1cccnc1	0	0	-7	-2	-2	2	6	-1
COC(=O)C1=C(C)N=C2SC(C#N)=C(N)N2C1c1cc(OC)c(OC)c(OC)c1 (stereo not drawn)	/	-12	/	7	/	-3	4	-4
CN(C)c1ccc(C=Nc2ccc(N(C)C)cc2)cc1	/	1	/	-29	/	-5	22	40
COc1ccc(NS(=O)(=O)c2cc(NC(=O)CNC(=O)c3ccc(C)s3)ccc2Cl)cc1	1	/	2	/	-20	/	/	-3
CCCNC(=O)C[C@H]1CC[C@@H]2[C@H](COc3ccc(NS(=O)(=O)CC)cc3C(=O)N2C)O1	9	3	-6	6	-5	-2	6	19
CC(=O)N=C1C=CC(=CN(O)C(C)(C)Cc2ccccc2)C=C1	2	5	4	/	1	5	-11	4
Cc1ccc(C(=O)CCC(=O)NC2=NCCS2)cc1	4	7	2	-4	14	0	-4	-6
CS(=O)(=O)c1ccc(C(=O)NC2CCOC2=O)cc1 (stereo not drawn)	/	-4	-2	/	/	2	5	-6
CC1=C(C(=O)N2CCOCC2)CC(CC(=O)NCc2ccco2)C(=O)N1Cc1ccc(C(C)(C)C)cc1 (stereo not drawn)	-25	-4	1	11	-17	0	-3	/
Nc1cc(C(=O)OCC(=O)N2CCCC2)ccc1Cl	/	3	/	10	/	-1	/	-10
COc1cccc(-n2c(=O)n(Cc3ccccc3)c(=O)c3[nH]cnc32)c1C	-1	3	-18	-1	76*	-1	/	0
O=C1OCCN1C(=O)[C@H]1[C@H](c2ccc([N+](=O)[O-])cc2)C(c2ccccc2)=NN1c1ccc(Br)cc1	-23	-5	6	1	4	2	-4	2
CC(=O)c1cccc(NC(=O)CN2C(=O)COc3ccc(S(=O)(=O)N4CCOCC4)cc32)c1	-6	6	-9	-6	6	-8	-3	-12
CC(=O)Nc1c(O)nc(SC/C=C/CSc2nc(O)c(NC(C)=O)c(=O)[nH]2)[nH]c1=O	16	/	18	/	9	/	/	-1
O=C(C[C@H]1CC[C@@H]2[C@H](COC[C@H](O)CN2CC2CCOCC2)O1)NCc1ccc(Cl)cc1	-23	0	8	-3	9	86*	-2	-1
CCOc1ccc(C(=O)N2CCN(c3cccc(Cl)c3)CC2)cc1	-9	/	9	/	-42	/	/	3
COc1ccc([C@H](C)NC[C@H](O)c2ccc(O)c(NC=O)c2)cc1	/	-5	/	1	/	1	7	-1
Cc1ccc(S(=O)(=O)Nc2ccc3c(c2)C(=O)N([C@H](C)CO)C[C@@H](C)[C@H](CN(C)S(=O)(=O)c2cn(C)cn2)O3)cc1	-11	1	-21	-3	0	1	-12	-13
Cc1ccc(S(=O)(=O)N(CC(=O)N/N=C/c2cccc3c2OCCO3)c2ccccc2F)cc1	/	1	/	-19	/	5	18	1
C=CCn1c(CSc2ccccc2[N+](=O)[O-])n[nH]c1=S	-16	/	17	/	-4	/	/	-22

Looked up above.
Value for `COc1ccc2c3c([nH]c2c1)[C@H](CO)N(C(=O)C1CCCCC1)CC31CCN(Cc2nccs2)CC1` under PAX8 inh HTS: 27
Value for `COc1ccc(S(=O)(=O)Nc2cc(C)ccn2)cc1` under ARNT TACC3 PPI: -14
